hgDAF-12 ag: agonists of H. glycines DAF-12 nuclear receptor | AID 687014 | HEK293 GAL4-hgDAF12 UAS-luciferase reporter, agonist luminescence; normalized to butyrate control | actives 1.8% (n = 370,000) | activation, % at 6.8 µM;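 active means activation above a cutoff set at the mean of all screened compounds plus 3 SD, cut at about 10% in these data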;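 further: 0% = DMSO wells and 100% = sodium butyrate wells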
FXN GAA850 act: frataxin GAA850 promoter activation. HEK293 lucGAA850 FXN promoter luciferase reporter, 24 h; percent of 10 µM SAHA response. actives 0.56% (n = 360,000). activation, % at 6 µM;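 active means activation above the average of all compounds screened plus 3 SD, cutoff fixed separately per campaign, cut at about 7.5% in these data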;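 further: 0% = DMSO wells and 100% = 10 µM SAHA wells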
ADAM17 inh: ADAM17 inhibition, QFRET primary screen | P78536 | recombinant ADAM17, EDANS/DABCYL FRET peptide cleavage | inhibition, % at 6.95 µM | actives 0.83% (n = 370,000);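 active means inhibition above the mean of compounds lying between control limits plus 3 SD, set per campaign, cut at about 8.5% in these data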;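 further: 0% = DMSO-only wells as the low control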
Target sequence (P78536 215-824 limits assumed): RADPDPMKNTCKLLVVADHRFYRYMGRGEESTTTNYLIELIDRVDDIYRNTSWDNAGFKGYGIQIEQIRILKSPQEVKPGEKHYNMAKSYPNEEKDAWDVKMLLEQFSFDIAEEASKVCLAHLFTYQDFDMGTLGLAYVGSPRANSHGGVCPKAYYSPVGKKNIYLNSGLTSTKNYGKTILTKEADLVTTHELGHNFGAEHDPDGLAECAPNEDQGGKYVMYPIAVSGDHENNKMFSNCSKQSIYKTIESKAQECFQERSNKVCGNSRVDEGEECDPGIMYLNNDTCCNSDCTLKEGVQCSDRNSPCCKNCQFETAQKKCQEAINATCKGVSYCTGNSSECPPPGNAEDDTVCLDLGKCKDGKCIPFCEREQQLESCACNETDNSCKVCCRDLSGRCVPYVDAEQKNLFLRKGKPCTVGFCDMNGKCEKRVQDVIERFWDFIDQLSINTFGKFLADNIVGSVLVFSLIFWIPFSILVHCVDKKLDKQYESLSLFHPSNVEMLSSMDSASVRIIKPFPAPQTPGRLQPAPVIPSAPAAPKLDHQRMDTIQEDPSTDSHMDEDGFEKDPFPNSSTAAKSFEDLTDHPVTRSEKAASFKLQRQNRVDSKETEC
SMARCA2 activ: SMARCA2 function activation, primary screen | actives 1% (n = 370,000) | MG213 cells, MMTV-luciferase reporter, dexamethasone, overnight | activation, % at 9.1 µM; in the data active means activation above about 7.8%;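 further: 0% = vehicle wells and 100% = reference activator wells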
DAX1 inh-1: inhibitors of human orphan nuclear receptor DAX1 (NR0B1) | actives 0.99% (n = 340,000) | inhibition, % at 6.75 µM | AID 504766 | P51843 | HEK293 Gal4-DAX1 luciferase reporter, luminescence;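 active means inhibition above the mean over all tested compounds plus 3 SD, cut at about 4.2% in these data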;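 further: 0% = DAX1-transfected cells with DMSO and 100% = empty-vector control cells with DMSO; inhibition shows as a rise in luminescence from relieved DAX1 repression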
NPR1 activator: GC-A (human) enzyme activation | P16066 | HEK293 GC-A cells, cGMP TR-FRET, EC30 ANP; 0% at EC30 ANP, 100% saturating ANP | activation, % at 10 µM | actives 0.14% (n = 370,000) | AID 1671463; in the data active means activation above about 40%
ssDAF-12 act: activates DAF-12 receptor from parasite S. stercoralis; actives 1% (n = 370,000); activation, % at 6.8 µM; AID 652126; HEK293 ssDAF-12/GRIP1 lit1-tk-luc reporter, luminescence; % of 3 µM dafachronic acid response;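 active means activation above the mean over all tested compounds plus 3 SD, cut at about 0.9% in these data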;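 further: 0% = DMSO-only wells and 100% = 3 µM delta7-dafachronic acid wells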
DAX1 inh-2: inhibitors of DAX1 repression of SF-1 activated StAR promoter; AID 652010; HEK293T StAR-luciferase reporter, SF-1/DAX-1 repression relief; actives 1.1% (n = 370,000); inhibition, % at 6.8 µM;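 active means inhibition above the mean over all tested compounds plus 3 SD, cut at about 3.6% in these data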;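 further: 0% = DAX-1 cells with DMSO and 100% = cells lacking DAX-1 with DMSO; higher inhibition means more luminescence from relief of DAX-1 repression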
hcDAF12 agonist: activators of H. contortus DAF-12 nuclear receptor; HEK293 hcDAF-12 lit1-tk-luc reporter, luminescence; 0% DMSO, 100% Δ7-dafachronic acid; activation, % at 6.8 µM; actives 1.4% (n = 370,000); AID 652067;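 active means activation above the mean of all tested compounds plus 3 SD, cut at about 5.5% in these data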;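 further: 100% = response to 3 µM Δ7-dafachronic acid high control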
ADAM10 inh: inhibitors of human ADAM10; recombinant ADAM10, EDANS/DABCYL FRET peptide cleavage, 3 h; actives 0.62% (n = 370,000); inhibition, % at 7 µM; O14672;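 active means inhibition above a per-campaign cutoff equal to the mean of compounds falling between control-based bounds plus 3 SD, cut at about 20% in these data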;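 further: 0% = DMSO wells while the 100% control is not disclosed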
Target sequence (O14672 214-748 limits assumed): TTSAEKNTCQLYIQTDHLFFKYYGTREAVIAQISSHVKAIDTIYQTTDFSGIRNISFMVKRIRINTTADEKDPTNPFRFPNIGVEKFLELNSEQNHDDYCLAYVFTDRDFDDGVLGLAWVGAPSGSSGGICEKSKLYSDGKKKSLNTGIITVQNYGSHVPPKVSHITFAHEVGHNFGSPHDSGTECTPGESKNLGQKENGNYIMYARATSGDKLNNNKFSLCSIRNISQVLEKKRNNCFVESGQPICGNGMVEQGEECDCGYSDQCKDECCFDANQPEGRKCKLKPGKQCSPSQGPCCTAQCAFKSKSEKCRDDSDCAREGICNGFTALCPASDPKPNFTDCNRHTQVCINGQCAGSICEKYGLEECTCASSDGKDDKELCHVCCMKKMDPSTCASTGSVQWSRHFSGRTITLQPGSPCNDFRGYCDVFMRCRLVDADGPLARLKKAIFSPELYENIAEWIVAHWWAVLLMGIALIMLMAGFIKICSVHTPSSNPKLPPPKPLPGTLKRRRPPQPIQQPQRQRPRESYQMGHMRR
PG9 Ab binder: binds the HIV-1 gp120 antibody PG9; inhibition, % at 6.7 µM; TR-FRET gp120-PG9 antibody binding; actives 0.43% (n = 360,000); in the data active means inhibition above about 8.5%
Active calls of the source: *; . = no result given. No enrichment for hits. About 6.8% of those tested had a hit in this group.

SMILES	hgDAF-12 ag	FXN GAA850 act	ADAM17 inh	SMARCA2 activ	DAX1 inh-1	NPR1 activator	ssDAF-12 act	DAX1 inh-2	hcDAF12 agonist	ADAM10 inh	PG9 Ab binder
CCCSc1ccc(C(=O)Nc2ccc(F)cc2F)cn1	9.7	3.6	1	6	-0.8	2	-1.0	0.3	0.1	2	-1.3
COc1ccc(NC(=S)Nc2cccc([N+](=O)[O-])c2)cc1	3.3	0.9	-1	-1	-2.3	3	-0.8	-0.5	-1.5	3	-0.8
O=C(CCN1C(=O)c2ccccc2C1=O)Nc1ccc(-c2nc3ccccc3s2)cc1	3.4	5.0	-7	6	1.4	-1	-0.6	2.5	2.1	-12	-3.1
CC(C)(C)NC(=O)/C(=C\c1cccnc1)NC(=O)c1ccco1	8.9	1.6	-1	0	0.5	-2	-0.3	-0.5	0.4	-3	-0.3
COc1ccc([C@H]2Cc3cccc(O)c3C(=O)O2)cc1O	3.3	1.0	-6	4	2.2	-3	-0.5	-0.6	3.4	-8	-0.5
CS(=O)(=O)N1CCN(C(=O)CSc2ccccc2)CC1	2.0	1.3	6	-3	0.0	1	-1.5	-1.8	-1.0	11	-0.6
Cc1nc2ccc(NS(=O)(=O)c3ccc(F)c(F)c3F)cc2s1	2.0	-1.9	-3	0	0.1	2	-0.8	-1.6	0.6	-1	-2.6
O=C(COC(=O)c1ccc(Br)c(S(=O)(=O)N2CCOCC2)c1)NC1CC1	3.8	-3.1	-2	0	0.5	2	-1.2	-2.0	-1.8	3	-0.2
CN(C)CCNC(=O)C(=O)Nc1cc2c3c(c1)CCN3C(=O)CC2	2.0	-0.6	5	-1	0.9	1	-1.4	0.9	-0.7	-7	3.0
Cc1ccc(NC(=O)CSc2nnc(Cn3cnc4ccccc43)o2)cc1	1.6	1.3	-4	-2	2.2	.	-1.2	0.2	-1.9	-6	0.5
O=C(NCc1ccccc1F)C1CCCN1S(=O)(=O)c1ccc(Cl)cc1 (stereo not given)	1.0	0.3	-3	-1	-2.8	-3	-1.3	0.0	0.4	-8	-0.3
CC(=O)NC(c1cccc(F)c1)c1nc(-c2ccc(C)c(C)c2)cs1 (stereo not given)	-2.1	0.1	-3	-5	.	-2	-1.4	-0.9	-1.0	0	0.2
CC(C)(C)NC(=O)C(=O)N/N=C/c1cccs1	5.5	6.2	-3	2	2.0	2	-0.3	0.7	1.5	4	-1.8
CCn1c(SCC(=O)NCc2cccs2)nnc1-c1ccncc1	-1.6	-0.5	-3	2	1.2	5	-1.7	0.3	-0.3	-3	-1.4
CC(C)Cn1c(-c2ccccc2)nc2ccccc2c1=O	-2.3	-1.9	-3	-1	-2.9	-12	-1.1	-0.8	-2.9	-1	0.1
Cc1ccc(C)c2[nH]c(=O)c(CCNC(=O)C(C)(C)C)cc12	-1.9	-1.4	-8	-2	1.2	4	-1.9	1.3	-1.7	-53	-0.5
COc1ccc(NC(=S)Nc2cccc(C)n2)cc1	0.9	0.3	0	7	.	0	-1.3	0.3	-1.7	8	-2.8
COc1ccc2[nH]c(=O)c(CN(Cc3cccs3)S(=O)(=O)c3cccc4nsnc34)cc2c1	-0.4	-2.9	-7	-4	-1.5	12	-0.8	-0.5	0.0	-10	0.1
O=C(COc1ccccc1)NC1C(=O)N2C(C(=O)O)=C(Cl)CSC12 (stereo not given)	3.3	2.6	-2	0	2.9	2	-0.6	-0.2	-1.8	2	-0.6
O=S1(=O)C=C(N2CCCCC2)c2ccccc21	0.5	0.1	-2	0	0.5	-1	-0.3	-0.4	-1.3	0	-1.9

Record cards, as listed above. Screens in order: hgDAF-12 ag | FXN GAA850 act | ADAM17 inh | SMARCA2 activ | DAX1 inh-1 | NPR1 activator | ssDAF-12 act | DAX1 inh-2 | hcDAF12 agonist | ADAM10 inh | PG9 Ab binder
`CC(=O)NC(c1cccc(F)c1)c1nc(-c2ccc(C)c(C)c2)cs1` (stereo not given) across the screens: -2.1 | 0.1 | -3 | -5 | . | -2 | -1.4 | -0.9 | -1.0 | 0 | 0.2
`O=C(NCc1ccccc1F)C1CCCN1S(=O)(=O)c1ccc(Cl)cc1` (stereo not given) across the screens: 1.0 | 0.3 | -3 | -1 | -2.8 | -3 | -1.3 | 0.0 | 0.4 | -8 | -0.3

Later entries.
SMILES	hgDAF-12 ag	FXN GAA850 act	ADAM17 inh	SMARCA2 activ	DAX1 inh-1	NPR1 activator	ssDAF-12 act	DAX1 inh-2	hcDAF12 agonist	ADAM10 inh	PG9 Ab binder
CCN1CCN(C(=O)c2cc3ccc(OC)cc3[nH]2)CC1	5.8	4.2	-1	0	1.0	-8	-0.2	1.3	-0.4	3	-2.5
C[C@@H]1CN([C@@H](C)CO)C(=O)c2cc(NC(=O)C3CC3)ccc2O[C@H]1CN(C)C	0.8	0.0	-1	0	-0.3	0	-1.2	-0.5	-1.4	0	0.5
COc1ccc(CNC(=O)[C@]2(C)CCC[C@@]3(C)C4CC[C@@]5(C)C[C@]4(CCC32)CC5=O)cc1 (stereo not given in full)	0.9	-1.2	3	0	0.2	1	-1.7	0.5	-1.8	1	-0.3
Cc1ccc(NC(=O)Cn2cnc(C(=O)Nc3ccc(C)c(C)c3)n2)cc1C	0.4	2.2	-5	-6	-1.8	-9	-0.3	-0.1	-2.7	-8	0.1
Cn1sc(NC(=O)c2ccccc2Cl)nc1=O	2.0	2.9	-2	0	0.0	2	-0.8	0.6	0.1	-3	0.2
O=C(NC1CCS(=O)(=O)C1)c1cccs1 (stereo not given)	0.8	1.0	4	-2	-0.5	4	0.6	0.5	2.1	4	-2.2
O=C(CSc1ccc2nnc(-c3ccc(Cl)cc3)n2n1)N1CCCC1	0.2	2.3	-4	-2	-0.2	5	-1.7	1.0	-1.3	-16	-0.4
COc1ccc(CN(Cc2cccn2C)C(=O)c2cc3cc(OC)ccc3[nH]2)cc1	1.6	0.1	-35	-2	0.0	6	-2.2	-0.5	-2.8	-81	2.5
O=C(NCCc1ccc(F)cc1)N[C@@H](Cc1ccccc1)C(=O)O	1.4	0.8	-5	-2	1.1	-3	-0.8	0.0	2.4	2	-0.2
CC(C)(C)OC(=O)N1CCC(C(=O)Nc2cccc(C(=O)NC3CC3)c2)CC1	0.8	1.1	2	-3	1.9	1	-0.7	-0.6	-0.9	-9	-1.0
COc1ccc2c(c1)C1NC(=S)NC(C)(O2)C1C(=O)Nc1ccccc1C (stereo not given)	0.0	1.3	-3	-1	-0.7	5	-0.5	-0.7	2.8	4	-0.5
Cc1ccccc1S(=O)(=O)NC(=O)C1(C)CCN1C(=O)CCc1ccc(Cl)cc1Cl (stereo not given)	-1.8	0.6	-1	-3	.	-3	-1.2	-0.4	-1.4	-2	-0.2
COc1ccc(CCNC(=O)CCCCC(=O)NCCc2ccc(OC)cc2)cc1	4.5	1.6	-1	3	-0.2	-1	-0.6	-0.8	-0.8	5	-1.2
CCN(C[C@H]1N[C@@](CC)(C(=O)OC)[C@H]2C(=O)N(Cc3ccccc3)C(=O)[C@@H]12)S(=O)(=O)c1ccc(-c2ccccc2)cc1	-5.2	-1.4	-4	-2	-0.3	2	-1.1	-0.2	-0.9	-6	0.4
O=C(CCSCc1ccccc1Cl)N1CCN(c2cccc(Cl)c2)CC1	0.2	-1.7	6	-1	-1.4	-1	-1.5	-0.2	0.4	17	0.1
CCOc1ccc(N2C(=O)CC(NCc3ccc(S(N)(=O)=O)cc3)C2=O)cc1 (stereo not given)	0.3	-1.0	0	0	3.0	4	-1.7	0.0	0.3	5	0.5
Cc1nn(Cc2ccccc2)c(C)c1C(=O)OCC(=O)c1cc(C)n(C2CC2)c1C	-3.2	-1.5	3	-5	-1.5	1	-2.0	-1.8	-3.0	2	0.3
COCCNC(=O)/C(C#N)=C/c1ccc(N2CCOCC2)o1	2.4	-0.6	7	1	0.9	-9	-0.9	-0.4	-0.4	2	-23
O=C(NCCCN1CCOCC1)c1ccc(CS(=O)(=O)c2cccc(C(F)(F)F)c2)o1	-2.0	-0.4	0	0	0.7	1	0.6	0.2	1.0	2	-1.6
Cc1ccc(S(=O)(=O)NCC2CCC(C(=O)NCc3ccc4c(c3)OCO4)CC2)cc1 (stereo not given)	-0.8	-0.8	1	-4	-1.5	2	-1.2	-0.2	-0.3	8	-2.1
O=C(OCc1ccc(Br)cc1)c1cc([N+](=O)[O-])ccc1N1CCOCC1	-2.4	1.1	6	-4	-1.9	-6	-0.9	-2.1	-1.1	11	-2.4
COc1ccc(OC)c(Cc2nnc(CCC(=O)NC(C3CC3)C3CC3)o2)c1	2.1	2.5	-4	-4	-1.4	-1	-1.0	-0.2	-0.1	-6	-1.1
O=C(CN1C(=O)c2ccccc2C1=O)Nc1cc([N+](=O)[O-])ccc1O	0.0	0.5	2	-4	0.4	0	-1.5	0.2	-2.0	-2	-2.4
CCOc1ccccc1CNCCNCC(C)O (stereo not given)	-5.0	0.7	-5	-3	0.8	-1	-1.2	0.2	0.3	-3	0.9
C#CCOCCOCCOCCNc1nc(N2CCN(C(=O)[C@H]([C@@H](C)CC)n3cc(CCC(=O)O)nn3)CC2)nc(N2CCN(C(=O)[C@H](Cc3ccc(O)cc3)n3cc(CCO)nn3)CC2)n1	0.9	-0.7	-1	0	-0.3	2	-0.9	1.0	0.9	8	-2.4
CC(=O)OCC(=O)[C@@]1(O)CC[C@H]2[C@@H]3CCC4=CC(=O)C=C[C@]4(C)[C@@]3(Cl)[C@@H](Cl)C[C@@]21C	-4.6	2.9	1	0	-0.2	-1	-1.5	1.4	-1.4	10	0.2
O=C(CCCCCNc1nc(=S)[nH]c2ccccc12)NCCc1c[nH]c2ccccc12	0.9	-3.8	0	-2	-0.9	5	-0.2	-0.2	0.8	-5	-1.9
Cc1ccsc1CNC(=O)C1(C)CCCN1CC(C)C (stereo not given)	3.7	0.5	-5	0	.	2	-1.5	-0.5	-0.1	-12	1.9
Cc1ccc(/C=C2/SC(=Nc3ccc(F)cc3)NC2=O)s1	2.0	1.9	2	-3	0.1	2	-1.0	0.0	1.8	11	-1.2
CCOC(=O)CSc1nnc2c3ccccc3n(C)c2n1	0.5	0.2	-3	-1	-0.8	9	-1.0	-0.2	-0.8	-2	-1.6
Cc1ccc(S(=O)(=O)CCC(=O)OCC(=O)c2c(C)[nH]c3ccccc23)cc1	2.1	0.4	1	3	-0.3	-1	-1.2	-0.1	1.0	9	-0.6
CS(=O)(=O)Nc1cccc(C(=O)CC2(O)C(=O)Nc3ccc(Br)cc32)c1 (stereo not given)	-0.3	-0.4	-2	1	-0.2	0	-0.8	-0.3	0.9	-2	-0.2
Cn1c(=O)[nH]c(=O)c2c1nc(N1CCOCC1)n2CCSc1nc2ccccc2[nH]1	-1.1	-2.3	0	-1	-0.5	8	-0.7	0.8	1.3	0	0.6
O=C1/C(=C\c2cccs2)SC(=S)N1C1CCS(=O)(=O)C1 (stereo not given)	1.1	-4.7	3	-2	-0.5	-8	-1.3	0.1	0.1	9	-0.8
CCOC(=O)c1cn2nc(Oc3cccc(F)c3)ccc2n1	4.8	4.2	-29	3	-0.6	2	-1.2	-0.1	-0.3	-76	-3.2
C[C@@H](NC(=O)c1nc[nH]c1C(=O)N1CCN(c2ccccc2)CC1)c1ccccc1	4.5	0.1	2	4	0.4	-3	-0.8	-0.3	-1.7	9	-1.0
CCCCNC(=O)C1CCC(CNS(=O)(=O)c2cccc3nsnc23)CC1 (stereo not given)	-1.4	-3.0	-4	-2	1.5	-1	-1.0	-0.2	-2.0	-6	-0.9

Source: PubChem
